HttQ103 aggreg: qHTS Multiplex Assay to Identify Dual Action Probes in a Cell Model of Huntington: Aggregate Formation (GFP); PC12 HttQ103-GFP aggregates, Acumen cytometry, 40 h; Potency, µM (highest dose often 46.1 µM), without a hit: top-dose activity change, negative = inhibition, actives largely listed as inhibitors; actives 1.1% (n = 220,000); further: potency means the concentration at half of the fitted maximal effect; on the % scale 0 is the no-effect control and ±100 the full control effect; nearly all actives have a fitted effect of over 60% in size
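Read-out: GFP aggregate count by laser scanning cytometer (488 nm excitation, 500-530 nm emission, 1–25 µm objects >6 SD above background). Cells: PC12, inducible HTTex1-Q103-GFP, 100 nM tebufenozide; compounds titrated.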
Luc counter: Counterscreen for Luciferase (Kinase-Glo TM) Inhibition | Luciferin 4-monooxygenase (Photuris pensylvanica), Q27757 | Kinase-Glo luciferase, ATP luminescence, 8 min | Potency, µM (doses to about 38.3 µM), inactives show at the highest dose activity change, negative = inhibition, hits mostly inhibitors | actives 0.28% (n = 200,000); further: potency means the concentration at half of the fitted maximal effect; on the % scale 0 is the no-effect control and ±100 the full control effect; nearly all actives have a fitted effect of over 60% in size
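Substrate mix (final 50 mM imidazole pH 7.2, 50 mM KCl, 7 mM MgCl2, 10 uM ATP, 0.01% Tween 20, 0.05% BSA) plus pin-tool compound, then Kinase-Glo detection mix; 8 min ambient, luminescence read.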
Epigenetic derep: Quantitative High-Throughput Screen for Regulators of Epigenetic Control; murine LDR cells, GFP reporter derepression, 30 h; Potency, µM (doses to about 53.9 µM), without a hit: at the highest dose GFP activation, actives largely listed as activators; actives 0.2% (n = 280,000); further: potency means the concentration at half of the fitted maximal effect; % of control where 0% means no effect; nearly all actives have a fitted effect of over 60% in size
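Derepression of a silenced CMV-GFP reporter in murine LDR cells is scored by enumerating GFP-positive cells with a laser-scanning microplate cytometer after 30 hours of treatment at 37 C.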
IMPase Li inh: qHTS Assay for Identifying the Cell-Membrane Permeable IMPase Inhibitors: Potentiation with Lithium; CHO-M1 cells, IP1 TR-FRET (IP-One), carbachol + lithium; Potency, µM (titrated, usually from 59.4 µM), for inactives: at the highest dose activity, negative = IMPase inhibition, usual class: inhibitors; actives 0.35% (n = 210,000);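 further: IP1 builds up when IMPase is blocked and the TR-FRET signal falls; potency means the concentration at half of the fitted maximal effect; plate controls were basal vehicle for no effect and high inhibitor control for full effect; nearly all actives have a fitted effect of over 50% in size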
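CHO cells stably expressing M1 receptor (2000/well) were cultured 16–30 h, then exposed to compounds with a small lithium addition for 30 min at 37C. IP1 was measured by TR-FRET competition; AC50 from Hill fits.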
NPSR antagonist: qHTS Assay for Antagonists of the Neuropeptide S Receptor: cAMP Signal Transduction; Q6W5P4; CHO-NPSR cells, cAMP TR-FRET, antagonist mode; Potency, µM (titrated, usually from 38.3 µM), without a hit: at the highest dose activity change, negative = inhibition, hits mostly inhibitors; actives 1% (n = 220,000); further: potency means the concentration at half of the fitted maximal effect; on the % scale 0 is the no-effect control and ±100 the full control effect; nearly all actives have a fitted effect of over 50% in size; many of its hits are not listed in these tables
Target sequence (Q6W5P4 whole entry, looked up): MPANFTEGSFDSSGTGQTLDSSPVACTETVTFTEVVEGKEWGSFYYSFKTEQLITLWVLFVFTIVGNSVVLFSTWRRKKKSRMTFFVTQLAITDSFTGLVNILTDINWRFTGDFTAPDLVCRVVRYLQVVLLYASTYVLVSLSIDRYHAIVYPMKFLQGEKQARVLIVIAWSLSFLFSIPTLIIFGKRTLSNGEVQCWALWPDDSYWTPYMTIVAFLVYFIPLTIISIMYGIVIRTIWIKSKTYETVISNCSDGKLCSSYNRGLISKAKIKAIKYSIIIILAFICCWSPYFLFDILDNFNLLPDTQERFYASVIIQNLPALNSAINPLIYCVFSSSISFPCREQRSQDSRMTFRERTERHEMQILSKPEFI
LMNA splice mod: qHTS Assay for Modulators of Lamin A Splicing; HeLa LMNA splicing GFP/RFP minigene ratio, 48 h; AID 1487, 2009; Potency, µM (top dose mostly 46.1 µM), for inactives: at the top dose ratio change, negative = inhibition, usual class: inhibitors; actives 0.01% (n = 200,000); active means well fitted inhibition curve with a large enough effect in the signal ratio, with a control signal flat, not every such curve was filed as active; inconclusive means small, poorly fitted or top-dose-only effect, or effect the other way, or a change in a side signal; the % refers to the signal ratio; further: potency means the concentration at half of the fitted maximal effect; on the % scale 0 is the no-effect control and ±100 the full control effect
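Read-out is the ratio of GFP to DsRed2 object intensity, acquired by 488 nm laser-scanning cytometry on HeLa lamin A-EGFP minigene reporter cells. Compound incubation 48 hrs at 37 °C in Opti-MEM with 2% FBS; DMSO 0.5% final.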
CBFb RUNX1 block: qHTS Assay for Compounds Blocking the Interaction Between CBF-beta and RUNX1 for the Treatment of Acute Myeloid Leukemia; AlphaScreen CBFb-His/RUNX1-biotin binding, biochemical; Potency, µM (doses to about 59.8 µM), inactives show at the top dose activity, negative = inhibition, usual class: inhibitors; 230,000 tested, under 10 active; AID 1477, 2009; further: % of control where 0% means no effect
Target sequence (Q01196 whole entry, looked up): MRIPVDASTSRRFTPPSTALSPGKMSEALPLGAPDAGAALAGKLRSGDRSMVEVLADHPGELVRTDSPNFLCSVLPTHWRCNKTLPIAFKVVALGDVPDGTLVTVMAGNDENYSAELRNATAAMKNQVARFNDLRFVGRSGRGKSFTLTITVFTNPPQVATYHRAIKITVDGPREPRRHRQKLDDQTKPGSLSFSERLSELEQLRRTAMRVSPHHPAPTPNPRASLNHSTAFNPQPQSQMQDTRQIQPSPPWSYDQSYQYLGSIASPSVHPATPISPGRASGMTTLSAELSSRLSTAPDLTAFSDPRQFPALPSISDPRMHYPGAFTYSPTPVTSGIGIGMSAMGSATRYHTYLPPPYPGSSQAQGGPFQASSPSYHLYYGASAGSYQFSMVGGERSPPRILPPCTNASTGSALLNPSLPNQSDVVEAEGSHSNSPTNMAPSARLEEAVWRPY
Target sequence (Q13951 whole entry, looked up): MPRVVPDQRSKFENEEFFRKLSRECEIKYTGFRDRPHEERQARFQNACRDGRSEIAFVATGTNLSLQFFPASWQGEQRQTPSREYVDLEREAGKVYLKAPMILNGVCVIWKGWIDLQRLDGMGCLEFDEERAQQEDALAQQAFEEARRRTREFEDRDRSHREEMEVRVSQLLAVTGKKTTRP
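AlphaScreen proximity signal reports loss of binding between His-tagged CBF-beta and biotin-labelled RUNX1, each at 30 nM. Proteins are pre-associated for 20 minutes, compounds added for 15 minutes, then beads for 90 minutes, all at ambient temperature.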
Active calls of the source: *; u = inconclusive; x = no result given; & = joins results of further samples; [ ] = dose if it differs, or a comment. Unless noted, the call rests on the fitted dose curve; in most records, active means well fitted curve in the direction sought with a large enough effect; inconclusive means small, poorly fitted or top-dose-only effect, or another doubt; inactive means no such curve, though single readings can be large; an effect the other way counts as inactive or inconclusive.

#1 Cc1cccc(C2CC(c3ccccc3)Nc3ncnn32)c1 (stereo not drawn)
#2 Cc1cc(C=O)c(C)n1-c1ccc(N2CCCCC2)c([N+](=O)[O-])c1
#3 CC1(C)C(=O)C2(CCCCC2)C(=O)OC1c1cccs1 (stereo not drawn)
#4 COC(=O)C1C(=O)C2=C(CC1C)NC(C)=C(C(=O)OC(C)C)C2c1ccc(C)o1 (stereo not drawn)
#5 N#Cc1nc(COc2ccc(Br)cc2)oc1N1CCCCCC1
#6 O=C(CC(c1ccccc1)c1ccccc1)NCC1CCCO1 (stereo not drawn)
#7 CCOC(=O)Cc1csc(NC(=O)c2csc3c2CCCC3)n1
#8 CCn1c(Cc2c(C)[nH]c3ccccc23)nnc1SCC(=O)NCc1ccccc1
#9 CCOC(=O)N1CCN(CC(O)COc2ccc(OC)cc2C(C)(C)C)CC1 (stereo not drawn)
#10 COc1ccccc1CNc1nc2nc(C)c(C)c(=O)n2[nH]1
Assay by compound,1,2,3,4,5,6,7,8,9,10
HttQ103 aggreg,10%,3%,11%,8%,u,12%,-7%,3%,-11%,17%
Luc counter,0%,1%,1%,0%,0%,-1%,-4%,-2%,-3%,9%
Epigenetic derep,1.7%,0.9%,0.0%,1.5%,0.0%,0.0%,-1.5%,-1.0%,-1.3%,-0.9%
IMPase Li inh,12%[38.3 µM],-3%[38.3 µM],34%[activator][38.3 µM],31%[activator][38.3 µM],18%[38.3 µM],2%[38.3 µM],15%[38.3 µM],-1%[38.3 µM],-8%,-11%
NPSR antagonist,-4%[46.1 µM],5%[46.1 µM],7%[46.1 µM],-19%[46.1 µM],-19%[46.1 µM],-7%[46.1 µM],u,-10%[46.1 µM],5%,-12%[46.1 µM]
LMNA splice mod,1%,13%,1%,-8%,9%,6%,3%,3%,-11%,-7%
CBFb RUNX1 block,-1%,u,21%,-4%,u,5%,-10%,2%,-5%,10%

#11 N#Cc1nc(-c2cccs2)oc1N1CCN(Cc2ccccc2)CC1
#12 CCOC(=O)N1CCN(C(=O)/C=C/c2c(C)nn(-c3ccc(F)cc3)c2Cl)CC1
#13 CC(=O)c1sc(Nc2ccccn2)nc1C
#14 O=C(O)c1ccc(COc2ccccc2/C=C2/NC(=O)N(c3cccc(Cl)c3)C2=O)cc1
#15 O=S1(=O)N=C(N(CCO)/N=C/C=C/c2ccccc2)c2ccccc21
#16 O=C1CCc2cc(S(=O)(=O)N3CCCC3C(=O)NC3CCCCCCC3)ccc2N1 (stereo not drawn)
#17 C=C(C)CNC(=S)NNC(=O)c1ccco1
#18 O=C(CN(Cc1cccs1)C(=O)CCC(=O)Nc1ccccn1)NCc1ccccc1
#19 CC(C)(C)OC(=O)C1C(=O)CC(C)(O)C(C(=O)OC(C)(C)C)C1c1cccnc1 (stereo not drawn)
#20 Cc1ccc(/C=N/Nc2ccc(C(=O)O)cc2)s1
Assay by compound,11,12,13,14,15,16,17,18,19,20
HttQ103 aggreg,-8%,-14%,-19%,u,-11%,8%,-5%,17%[9.22 µM],-5%,4%
Luc counter,-7%,0%,-9%,-1%,-1%,1%,1%,2%,-1%,u
Epigenetic derep,-2.2%,1.1%,-2.5%,-1.0%,1.1%,-0.2%,-1.0%,-1.5%,-2.2%,-0.6%
IMPase Li inh,16%[38.3 µM],-14%,14µM*,2%,-8%,-1%[38.3 µM],15%[38.3 µM],-1%,20%[38.3 µM],18%
NPSR antagonist,u,13%,18%[46.1 µM],-18%,-35%,-21%[46.1 µM],10%[46.1 µM],9%,-6%[46.1 µM],-23%
LMNA splice mod,u,17%[46 µM],u,u,-3%,-13%,5%,4%[46 µM],0%,x
CBFb RUNX1 block,-24%,-7%,-8%,4%,-2%,0%,-1%,3%,2%,3%

#21 CCc1cccc2c(C(=O)CSc3nnc(-c4ccoc4C)n3C)c[nH]c12
#22 COC(=O)c1cc(=O)n(-c2ccc(F)cc2)c(=Nc2ccc(F)cc2)s1
#23 Cc1cccc(Nc2c([N+](=O)[O-])c(=O)oc3ccccc23)c1
#24 COc1cc(NC(=O)CSc2ncccc2C(=O)OC(C)C)cc(OC)c1
#25 COCCCN(CC(=O)O)S(=O)(=O)c1cccc(Cl)c1
#26 O=C(NC1CCN(C(=S)NCc2ccco2)CC1)C1CCCCC1
#27 O=S(=O)(c1ccc(NC(=S)NN=C2CCCCC2)cc1)N1CCOCC1
#28 O=C(c1cccc(F)c1)N1CCC(N2CCOCC2)CC1
#29 c1ccc(C2=NN(c3ccccc3)CC2)cc1
#30 COc1ccccc1Nc1ncnc2nc[nH]c12
Assay by compound,21,22,23,24,25,26,27,28,29,30
HttQ103 aggreg,6%,u,-6%[9.22 µM],-16%,5%,-10%,17%,-4%,22%[9.22 µM],-46%
Luc counter,-3%,12%,x,-3%,-1%,2%,-3%,19%,x,17%
Epigenetic derep,1.0%,-1.0%,-4.3%,5.2%&0.8%,1.0%,-2.3%,-1.5%,0.7%,-5.4%,-0.4%
IMPase Li inh,-2%[38.3 µM],8%,x,11%[38.3 µM],-1%,6%[38.3 µM],4%,17%[38.3 µM],x,18%[38.3 µM]
NPSR antagonist,-13%[46.1 µM],-7%,4%,-2%[46.1 µM],9%,-4%[46.1 µM],-1%,4%[46.1 µM],-8%,-13%[46.1 µM]
LMNA splice mod,-7%,u,x,9%[46 µM],-11%[46 µM],-4%,-14%[46 µM],2%,x,17%
CBFb RUNX1 block,-2%,3%[2.36 µM],1%,2%,2%,8%,-4%,-7%,27%,-2%

An excerpt from above in order of their number in HttQ103 aggreg, low to high.
nr | smiles | HttQ103 aggreg
26 | O=C(NC1CCN(C(=S)NCc2ccco2)CC1)C1CCCCC1 | -10%
25 | COCCCN(CC(=O)O)S(=O)(=O)c1cccc(Cl)c1 | 5%
21 | CCc1cccc2c(C(=O)CSc3nnc(-c4ccoc4C)n3C)c[nH]c12 | 6%
27 | O=S(=O)(c1ccc(NC(=S)NN=C2CCCCC2)cc1)N1CCOCC1 | 17%

(continued)
#31 Cc1cc(C)n(-c2nc3ccccc3c(=O)n2OCC(=O)N(C)C)n1
#32 CCOC(=O)c1sc(NC(=O)CSc2ncn[nH]2)c(C#N)c1C
#33 C/C(=N\NC(=S)NC(C)C)c1ccc(C(C)(C)C)cc1
#34 Cc1ccc(Cn2ncn3c(cc4ccccc43)c2=O)cc1
#35 Cc1cc(C)n2c(=S)[nH]nc2n1
#36 O=C(NN(CC(O)COc1ccccc1)CC(O)COc1ccccc1)c1ccccc1 (stereo not drawn)
#37 CCCc1nnc(NC(=O)CCCN2C(=O)c3ccccc3C2=O)s1
#38 COc1ccc(CC(=O)Nc2ccc(C(=O)NC(C)(C)C)cc2)cc1
#39 CC(=O)NC(Cc1ccccc1)C(=O)OCC(=O)c1ccc(Cl)cc1 (stereo not drawn)
#40 CC(=O)C1=C(O)C(=O)N(CCCN2CCOCC2)C1c1ccccc1[N+](=O)[O-] (stereo not drawn)
Assay by compound,31,32,33,34,35,36,37,38,39,40
HttQ103 aggreg,14%,-37%,-31%,u,2%,-6%[9.22 µM],-12%,-2%,9%,-15%[9.22 µM]
Luc counter,-6%,4%,-1%,0%,-9%,x,-2%,1%,-5%,x
Epigenetic derep,1.1%,-1.0%,-0.2%,-1.0%,4.5%,0.1%,0.7%,-1.6%,0.0%,-1.1%
IMPase Li inh,8%[38.3 µM],19%[38.3 µM],10%,x,8%[38.3 µM],x,33%[activator][38.3 µM],-4%,1%,x
NPSR antagonist,6%[46.1 µM],-3%[46.1 µM],-55%,-30%[46.1 µM],1%[46.1 µM],0%,9%[46.1 µM],-4%,5%,2%
LMNA splice mod,u,2%,x,-1%,0%,x,10%,-18%,0%,x
CBFb RUNX1 block,0%,-1%,-9%,13%,17%,-3%,8%,-6%,-2%,12%

Given field by field: 2 of the compounds above
#32 CCOC(=O)c1sc(NC(=O)CSc2ncn[nH]2)c(C#N)c1C
  HttQ103 aggreg: -37%
  Luc counter: 4%
  Epigenetic derep: -1.0%
  IMPase Li inh: 19%[38.3 µM]
  NPSR antagonist: -3%[46.1 µM]
  LMNA splice mod: 2%
  CBFb RUNX1 block: -1%

#33 C/C(=N\NC(=S)NC(C)C)c1ccc(C(C)(C)C)cc1
  HttQ103 aggreg: -31%
  Luc counter: -1%
  Epigenetic derep: -0.2%
  IMPase Li inh: 10%
  NPSR antagonist: -55%
  LMNA splice mod: x
  CBFb RUNX1 block: -9%

Remaining list, next part
#41 COc1ccc(CSc2nnc(C)n2N)cc1[N+](=O)[O-]
#42 O=C(NO)C1CC2C=CC1C2 (stereo not drawn)
#43 CC(C)c1ccc(C2=C(O)c3ccccc3C(=O)C2=O)cc1
#44 COC(=O)[C@H]1[C@H](C(=O)OC)[C@@H](C(=O)OC)N(c2ccc(OC)cc2)[C@@H]1C(=O)OC
#45 CSc1ccc(/C=N/N2CCN(Cc3ccc(C)cc3C)CC2)cc1
#46 O=C1CC2(CON=C2c2ccc(F)cc2)C(=O)N1c1ccc(F)cc1 (stereo not drawn)
#47 CSc1ncc(CN2CCN(C3CCCC3)C(CCO)C2)cn1 (stereo not drawn)
#48 CCCCn1c(SCC(=O)NNC(=O)c2ccco2)nnc1-c1ccco1
#49 Cc1ccccc1NC1=C(Cl)C(=O)N(C2CCCCC2)C1=O
#50 Cc1ccc(-n2ncc3c(=O)n(CC(=O)N4CCN(c5ccccc5)CC4)cnc32)cc1C
Assay by compound,41,42,43,44,45,46,47,48,49,50
HttQ103 aggreg,-3%[9.22 µM],2%,-4%,-5%,11%[9.22 µM],u,-96%[9.22 µM],16%,-23%,u
Luc counter,3%,1%,-6%,0%,0%,-2%,-2%,0%,3%,2%
Epigenetic derep,3.1%,0.0%,-0.9%,-6.9%,-0.2%,-5.3%,4.5%,1.9%,12%,-1.0%
IMPase Li inh,6%,0%[38.3 µM],7%,-7%,5%,-5%[38.3 µM],25%,5%,3%,-1%
NPSR antagonist,5%,4%[46.1 µM],-35%,-2%,22%,-3%[46.1 µM],-6%,17%,-34%,-5%
LMNA splice mod,10%[46 µM],u,u,0%,-21%[46 µM],-1%,-4%[46 µM],-15%[46 µM],u,x
CBFb RUNX1 block,1%,4%,2%,2%,4%,3%,-2%,-4%,1%,4%

Some of the compounds tested; the hit share may differ from the screen's.
